High-throughput results from PubChem.
PLCg1 inh = PLC-gamma1 (human) inhibition, primary screen; purified PLC-gamma1, fluorogenic substrate, fluorescence; P19174; 370,000 tested, 0.84% active; inhibition, % at 12.2 µM; in the data active = inhibition above about 9.5%
ADAM17 inh = inhibits human ADAM17; recombinant ADAM17, EDANS/DABCYL FRET peptide cleavage; 370,000 tested, 0.83% active; inhibition, % at 6.95 µM; P78536;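 active = inhibition above the mean of compounds lying between control limits plus 3 SD, set per campaign, cut at about 8.5% in these data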;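 note: 0% = DMSO-only wells as the low control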
Tn7 DDE FP = inhibitors of Tn7 peptide binding to human fibrin DD(E) | FP displacement of FITC-Tn7 peptide from fibrin DD(E); 0% = median of compound wells per plate | inhibition, % at 8.3 µM | 370,000 tested, 0.13% active;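 active = inhibition above the mean of compounds falling within the control limits plus 3 SD of them, cut at about 14% in these data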;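 note: 0% = plate median of compound wells and 100% = 10 µM Aha-Tn7 peptide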
Target sequence (P02675 whole entry, looked up): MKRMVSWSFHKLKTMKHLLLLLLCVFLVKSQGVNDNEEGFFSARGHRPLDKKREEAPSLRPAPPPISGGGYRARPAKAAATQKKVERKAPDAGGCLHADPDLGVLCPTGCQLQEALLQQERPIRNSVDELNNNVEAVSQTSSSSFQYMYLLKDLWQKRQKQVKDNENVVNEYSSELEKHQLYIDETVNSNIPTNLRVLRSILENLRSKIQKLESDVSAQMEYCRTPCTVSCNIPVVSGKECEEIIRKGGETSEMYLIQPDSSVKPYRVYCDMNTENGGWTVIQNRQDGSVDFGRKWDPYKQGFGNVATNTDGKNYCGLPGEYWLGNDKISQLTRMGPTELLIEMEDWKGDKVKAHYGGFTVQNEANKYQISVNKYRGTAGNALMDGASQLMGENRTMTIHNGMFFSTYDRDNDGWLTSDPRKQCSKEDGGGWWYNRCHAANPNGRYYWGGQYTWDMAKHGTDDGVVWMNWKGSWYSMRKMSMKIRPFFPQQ
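System: human fibrin DD(E); quantity: Fibrin-DD(E) at 2 µM final; also added: fluorescent Tn7 probe at 0.1 µM; compound dosing: single nominal test concentration of 8.3 µM per compound; schedule: 10 min preincubation, 3 h with tracer, room temperature; detection: fluorescence polarization of the labelled Tn7 tracer; repeats: one replicate per compound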
DDE Tn6 FP inh = DD(E)-Tn6 binding inhibition, primary FP screen | inhibition, % at 8.3 µM | P02675 | 370,000 tested, 0.21% active | Fibrin DD(E) TRITC-Tn6 fluorescence polarization displacement;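 active = inhibition above a per-campaign cutoff: mean of compounds within control limits plus 3 SD, cut at about 15% in these data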;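 note: 0% = median of all compound wells on the plate and 100% = blocking peptide control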
ARFGAP1 inh = inhibitors of rat ARFGAP1. 360,000 tested, 0.26% active. inhibition, % at 16.5 µM. Arfgap1-stimulated ARF1 GTP hydrolysis, GDP FP detection. Q62848;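 active = inhibition above a per-plate limit, mean inhibition of low control wells plus 3 SD, cut at about 25% in these data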;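 note: 0% = DMSO wells with enzyme and 100% = wells lacking Arfgap1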
Target sequence (Q62848 1-136 limits assumed): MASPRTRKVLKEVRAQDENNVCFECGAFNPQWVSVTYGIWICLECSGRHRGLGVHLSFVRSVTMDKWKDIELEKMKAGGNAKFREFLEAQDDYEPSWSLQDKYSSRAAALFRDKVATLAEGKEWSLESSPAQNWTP
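Repeats: one replicate per compound; assay system: rat Arfgap1 catalytic domain, aa 1-136; times: enzyme reaction 120 min at 25 °C after 20 min preincubation; detection: FP of antibody-bound GDP Alexa 633 tracer, ex 620/em 688 nm; benchmarks: high control wells lacking Arfgap1, low control full reaction with DMSO; reagent: human ARF1(Δ1-17)-GTP substrate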
PLCb3 inh = PLC-beta3 (human) inhibition, primary screen. inhibition, % at 12.2 µM. Purified PLC-beta3, fluorogenic substrate, fluorescence. Q01970. 370,000 tested, 0.18% active; in the data active = inhibition above about 11%;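 note: 0% = median of compound wells on plate and 100% = full blocker control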
ASAP1 GAP inh = inhibitors of human ASAP1 ArfGAP activity; 360,000 tested, 0.19% active; ASAP1-stimulated ARF1 GTP hydrolysis, GDP FP detection; inhibition, % at 16.5 µM; AID 624377; in the data active = inhibition above about 25%;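 note: 0% = vehicle with enzyme and substrate and 100% = no enzyme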
SIAE inh = blocks human sialic acid acetylesterase | Q9HAT2 | SIAE FP-Rh probe binding, fluorescence polarization | inhibition, % at 9.66 µM | 370,000 tested, 0.69% active | AID 1053197;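 active = inhibition above a cutoff: mean of compounds within the control limits plus 3 SD of those, cut at about 17% in these data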;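 note: 0% = plate median of compound wells and 100% = probe without SIAE protein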
ADAM10 inh = ADAM10 inhibition, QFRET primary screen. O14672. recombinant ADAM10, EDANS/DABCYL FRET peptide cleavage, 3 h. inhibition, % at 7 µM. 370,000 tested, 0.62% active. AID 720582;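 active = inhibition above a per-campaign cutoff equal to the mean of compounds falling between control-based bounds plus 3 SD, cut at about 20% in these data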;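 note: 0% = DMSO wells while the 100% control is not disclosed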
TDP2 inh = blocks human TDP2 phosphodiesterase activity; O95551; recombinant TDP2, T5PNP hydrolysis, p-nitrophenol absorbance 415 nm; inhibition, % at 12.8 µM; 370,000 tested, 0.34% active; AID 720702;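 active = inhibition above the mean of all tested compounds plus 3 SD, set per campaign, cut at about 25% in these data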;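 note: 0% = DMSO with enzyme and 100% = buffer with substrate but no TDP2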
Target sequence (O95551 whole entry, looked up): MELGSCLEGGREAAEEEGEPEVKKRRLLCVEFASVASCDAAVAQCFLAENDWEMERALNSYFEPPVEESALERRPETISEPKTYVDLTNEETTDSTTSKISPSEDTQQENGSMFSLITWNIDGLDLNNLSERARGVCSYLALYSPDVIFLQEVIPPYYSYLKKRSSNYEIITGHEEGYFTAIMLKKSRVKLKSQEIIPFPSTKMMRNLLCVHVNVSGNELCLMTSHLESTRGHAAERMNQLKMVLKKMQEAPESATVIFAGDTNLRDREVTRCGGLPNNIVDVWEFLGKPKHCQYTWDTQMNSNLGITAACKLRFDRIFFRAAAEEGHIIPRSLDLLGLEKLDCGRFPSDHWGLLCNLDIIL
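Material: recombinant human TDP2; quantity: TDP2 enzyme at 120 nM final; medium: Tris-HCl pH 7.5 with MgCl2; compound: single concentration, 12.8 µM nominal, with 1% DMSO; incubation: 2 h enzyme incubation at 37 °C; signal: epi absorbance; measure: percent inhibition; benchmarks: high control without enzyme, low control DMSO plus TDP2; repeats: singlicate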
An asterisk follows results filed as active; nt = no result given; + = active, no number. Not a hit list. About 3.6% of those tested had a hit in this group.

[1] Cc1ccc(NS(=O)(=O)c2ccc3c(c2)C(=O)c2ccccc2C3=O)c(C)c1
[2] COc1ccc(C(=O)CSc2nnc(-c3ccccn3)n2-c2ccccc2)cc1
[3] O=Cc1ccc2ccc3cccnc3c2n1
[4] COc1cc(/C=N/NC(=O)CCc2n[nH]c(=O)[nH]c2=O)cc(OC)c1OC
[5] CC(/C=C/c1cccs1)=C\C(=O)O
[6] O=C(N/N=C/c1c(O)ccc2ccccc12)c1cccnc1
[7] Cc1cc2cc(CN3C(=O)c4ccccc4C3=O)ccc2[nH]1
[8] CC(=O)Nc1ccc(OC(F)(F)C(F)F)c(NC(C)=O)c1

| compound no. | 1 | 2 | 3 | 4 | 5 | 6 | 7 | 8 |
| --- | --- | --- | --- | --- | --- | --- | --- | --- |
| ADAM17 inh | 3 | 3 | 1 | 0 | -4 | -2 | 6 | -1 |
| Tn7 DDE FP | 2 | -5 | -1 | -5 | 6 | -4 | -3 | 9 |
| TDP2 inh | 10 | 1 | -1 | -13 | 0 | -4 | -13 | 5 |
| PLCg1 inh | 4 | 0 | -2 | 2 | 0 | -40 | 6 | 0 |
| ARFGAP1 inh | 12 | nt | 2 | 2 | -9 | 4 | -10 | -11 |
| DDE Tn6 FP inh | 7 | -6 | 4 | 1 | 3 | -1 | -4 | 0 |
| SIAE inh | 18* | 4 | -7 | -11 | 3 | 27* | -3 | 3 |
| PLCb3 inh | 4 | -3 | -4 | 6 | -1 | -64 | 3 | 4 |
| ADAM10 inh | 8 | 5 | -7 | -6 | -7 | -9 | 17 | 1 |
| ASAP1 GAP inh | 0 | nt | -5 | -1 | -6 | 11 | 9 | 6 |

[9] COc1ccc(/C(O)=C2/C(=O)C(=O)N(CCCN3CCOCC3)C2c2ccc(N(C)C)cc2)cc1 (stereo not drawn)
[10] Cc1ccc(CN2CC(C(=O)O)CC2=O)cc1 (stereo not drawn)
[11] COc1ccc(S(=O)(=O)Nc2ccccc2C(=O)NCc2ccco2)cc1
[12] CC(=O)Nc1cccc(-c2nc3ccccc3[nH]2)c1
[13] COc1cccc(NC(=O)c2cc(-c3ccncc3)nc3c(C)cc(C)cc23)c1
[14] Cc1ccc(CNC(=O)C(NS(=O)(=O)c2cccs2)C(C)C)cc1 (stereo not drawn)
[15] CCOC(=O)c1ccc(NC(=O)CN(Cc2ccc(Cl)cc2)S(C)(=O)=O)cc1
[16] COc1ccccc1CCNC(=O)CSc1nnc2ccc(-c3cccnc3)nn12

| compound no. | 9 | 10 | 11 | 12 | 13 | 14 | 15 | 16 |
| --- | --- | --- | --- | --- | --- | --- | --- | --- |
| ADAM17 inh | -8 | -2 | -32 | -6 | 0 | -2 | 11* | -5 |
| Tn7 DDE FP | 0 | 5 | -5 | 1 | -6 | 0 | 4 | 3 |
| TDP2 inh | 5 | -8 | -5 | 3 | -16 | 0 | -17 | -5 |
| PLCg1 inh | -73 | 1 | -21 | -6 | -10 | 0 | 2 | -4 |
| ARFGAP1 inh | 2 | -1 | 6 | 2 | 5 | -9 | -5 | 7 |
| DDE Tn6 FP inh | -7 | 1 | -1 | -1 | -2 | -1 | -4 | 1 |
| SIAE inh | 8 | -2 | -6 | -11 | 6 | -2 | -1 | -8 |
| PLCb3 inh | -86 | -1 | -28 | -7 | -18 | 3 | 1 | -11 |
| ADAM10 inh | -11 | 5 | -115 | -8 | 2 | -6 | 26* | -2 |
| ASAP1 GAP inh | 6 | 12 | -4 | -7 | 10 | -6 | 3 | 4 |

[17] CNC(=S)N1N=C(c2ccc(C)cc2)CC1c1ccc(N(C)C)cc1 (stereo not drawn)
[18] Cn1c(=O)c2c(ncn2CC(=O)N/N=C/C(Br)=C/c2ccccc2)n(C)c1=O
[19] Cn1c2ccccc2c(=O)c2c(=O)n(Cc3ccccc3)c(-c3ccc(F)cc3)nc21
[20] CC(Sc1ccc2c(c1)OCCO2)C(=O)Nc1ncc(Cl)cc1Cl (stereo not drawn)
[21] c1ccc(Cn2c(-c3ccccc3)nc3nc4ccccc4nc32)cc1
[22] CC1(C(=O)O)CCCN1C(=O)c1ccco1 (stereo not drawn)
[23] COc1ccc(C)cc1NC(=O)CN1C(=O)COc2ccc(S(=O)(=O)N3CCOCC3)cc21
[24] COc1ccc(C(=O)Nc2ccccc2-c2ccccc2)cc1Cl

| compound no. | 17 | 18 | 19 | 20 | 21 | 22 | 23 | 24 |
| --- | --- | --- | --- | --- | --- | --- | --- | --- |
| ADAM17 inh | 1 | -2 | -1 | -5 | -50 | -3 | -2 | 1 |
| Tn7 DDE FP | -1 | 0 | -1 | 6 | 5 | -9 | 2 | 4 |
| TDP2 inh | 2 | -7 | -8 | 9 | 5 | -10 | 0 | 8 |
| PLCg1 inh | -2 | 0 | -3 | -1 | -22 | 2 | 0 | 1 |
| ARFGAP1 inh | -6 | 8 | 16 | 8 | 12 | 7 | -1 | 1 |
| DDE Tn6 FP inh | 2 | 1 | 2 | -5 | -6 | -8 | -3 | 1 |
| SIAE inh | 5 | 1 | 0 | 5 | -6 | -4 | 4 | 3 |
| PLCb3 inh | -5 | -3 | -6 | -2 | -26 | 2 | -5 | 1 |
| ADAM10 inh | -4 | -2 | -8 | -7 | -144 | -10 | -2 | 5 |
| ASAP1 GAP inh | -5 | 5 | -7 | -4 | 2 | -5 | 13 | -22 |

[25] S=C(NCc1ccccc1)NC1CCCCC1
[26] COc1ccc(Cl)cc1S(=O)(=O)Nc1ccncc1
[27] Cc1ccc(-n2nc3c(c2NC(=O)c2ccco2)CS(=O)(=O)C3)cc1
[28] CCOC(=O)c1c(C)[nH]c(-c2csc(C)n2)c1C
[29] Cc1noc(C)c1CN(C(=S)NC1CC2CCC1C2)c1ccccc1 (stereo not drawn)
[30] CN1C(=O)/C(=C/c2ccc(OCc3cccc(F)c3)cc2)NC1=S
[31] Cc1ccc2cccc(SCC(=O)NCc3ccco3)c2n1
[32] O=C(Nc1cc([N+](=O)[O-])ccc1Cl)C1CC1

| compound no. | 25 | 26 | 27 | 28 | 29 | 30 | 31 | 32 |
| --- | --- | --- | --- | --- | --- | --- | --- | --- |
| ADAM17 inh | 1 | 1 | -1 | 0 | 1 | -1 | -49 | -1 |
| Tn7 DDE FP | -2 | -1 | -4 | 2 | -1 | -8 | -6 | 3 |
| TDP2 inh | -5 | -6 | -21 | -5 | -5 | 17 | -1 | 0 |
| PLCg1 inh | 6 | 3 | 5 | -2 | 3 | -1 | -49 | 2 |
| ARFGAP1 inh | 6 | -10 | 6 | -14 | 13 | -9 | -13 | 2 |
| DDE Tn6 FP inh | -1 | -3 | -8 | 3 | 1 | -5 | -6 | 2 |
| SIAE inh | 2 | -4 | -7 | 4 | -4 | 1 | 6 | -3 |
| PLCb3 inh | 0 | 2 | -10 | -3 | -1 | -4 | -65 | 1 |
| ADAM10 inh | 4 | 10 | -9 | -4 | 3 | 0 | -178 | -5 |
| ASAP1 GAP inh | 3 | -8 | -1 | -6 | 20 | 20 | 6 | -7 |

[33] CC1(CCCN2C(=O)c3ccccc3C2=O)OCCO1
[34] COc1ccc(Br)cc1CN1CCN(C(=O)c2cccc(F)c2)CC1
[35] CC(C)(C)c1ccc(C(=O)NC(=S)N2CCCC2)cc1
[36] Cc1cc2n(n1)SC(Nc1ccccc1)N2 (stereo not drawn)
[37] CC1(C)CC(=O)C2=C(C1)N(Cc1ccco1)C(=O)NC2(C(F)(F)F)C(F)(F)F
[38] CS(=O)(=O)c1ccc2nc(NC(=O)C3CC3)sc2c1
[39] CCn1nc(C)c(Br)c1-c1nc(-c2ccc(C)cc2)no1
[40] Cc1ccc(NC(=O)CN(C)C(=O)c2ccc(Sc3nncn3C)c([N+](=O)[O-])c2)cc1

| compound no. | 33 | 34 | 35 | 36 | 37 | 38 | 39 | 40 |
| --- | --- | --- | --- | --- | --- | --- | --- | --- |
| ADAM17 inh | 0 | -5 | -3 | -4 | 1 | -2 | -4 | -2 |
| Tn7 DDE FP | -4 | 4 | 6 | 1 | -4 | -6 | 9 | -5 |
| TDP2 inh | -2 | 18 | -15 | -4 | -11 | -7 | 8 | 4 |
| PLCg1 inh | 1 | -1 | 1 | 1 | 3 | 6 | 0 | -11 |
| ARFGAP1 inh | 6 | -2 | 7 | -3 | 9 | -6 | -9 | + |
| DDE Tn6 FP inh | -12 | 3 | 6 | 9 | 0 | 1 | 2 | -5 |
| SIAE inh | 5 | 6 | -2 | 6 | -1 | 1 | -1 | -1 |
| PLCb3 inh | -2 | -5 | -3 | 3 | 3 | 5 | -3 | -9 |
| ADAM10 inh | -1 | -6 | 6 | 7 | 3 | -5 | -3 | 0 |
| ASAP1 GAP inh | 7 | -10 | -8 | -2 | -4 | 7 | -12 | 3 |

[41] CC(CNC(=O)CN(C)CC(=O)Nc1ccccc1Br)c1ccccc1 (stereo not drawn)
[42] O=C(Nc1ccc(C(=O)O)cc1)/C(=C\C=C\c1ccccc1)NC(=O)c1cccc(Br)c1
[43] O=[N+]([O-])c1ccc(NCCCN2CCOCC2)c([N+](=O)[O-])c1
[44] O=C(Nc1cc(C(F)(F)F)ccc1F)C1CCCC1
[45] Nc1ccc2[nH]c(=S)[nH]c2c1
[46] COc1cc(CC(=O)N(CC(C)C)C2CCS(=O)(=O)C2)cc(OC)c1OC (stereo not drawn)
[47] Cc1nc(-c2ccc(Cl)cc2)sc1C1(C)CC(c2ccc(Br)cc2)=NO1 (stereo not drawn)
[48] COc1ccccc1C(O)c1nccn1C (stereo not drawn)

| compound no. | 41 | 42 | 43 | 44 | 45 | 46 | 47 | 48 |
| --- | --- | --- | --- | --- | --- | --- | --- | --- |
| ADAM17 inh | 2 | 8 | 0 | -3 | -4 | -2 | 2 | -2 |
| Tn7 DDE FP | -2 | -2 | -1 | 1 | -1 | -3 | -2 | -3 |
| TDP2 inh | -19 | -8 | -3 | 8 | 1 | 2 | -6 | 15 |
| PLCg1 inh | 0 | -1 | 2 | 3 | -11 | -2 | 1 | 0 |
| ARFGAP1 inh | 3 | -13 | 3 | 2 | -10 | 7 | 1 | 2 |
| DDE Tn6 FP inh | 1 | -7 | -4 | -4 | -2 | 1 | -3 | 3 |
| SIAE inh | 2 | -14 | 9 | -3 | 3 | 10 | -5 | 6 |
| PLCb3 inh | 0 | -9 | 4 | 3 | -14 | 4 | 3 | -4 |
| ADAM10 inh | 4 | 11 | 2 | 0 | -20 | -2 | 8 | -2 |
| ASAP1 GAP inh | -5 | 5 | 11 | -7 | 5 | 1 | -11 | 6 |
